Screening results as filed in PubChem BioAssay.
RXFP1 antagonist – RXFP1 (human) relaxin receptor antagonism; HEK293-RXFP1, relaxin-stimulated cAMP HTRF, 30 min; stronger effect = lower value; Q9HBX9; AID 1259400; 350,000 tested, 0.59% active; activity change, negative = inhibition, % at 57.5 µM;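 active means activity change of -60% or lower, but not beyond a set lower limit; inconclusive means change between -60% and -40%, or beyond the set limit; inactive means change above -40%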; further: on the % scale 0 is the no-effect control and ±100 the full control effect
TRHR PAM – TRH receptor (human) allosteric enhancement; P34981; TRHR cells, fluo-8 calcium fluorescence, EC20 TRH enhancement; AID 493056; 360,000 tested, 0.66% active; enhancement, % at 2 µM; in the data active means enhancement above about 30%; further: 0% is about no effect
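Enhancer read-out: after compound pinning and an initial kinetic agonist-mode read, an EC20 of TRH (10 nM final) was injected and fluo-8 calcium signal (Ex 480/Em 530) followed at 1 s/cycle for 100 cycles in TRHR-expressing cells.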
D1 PAM – human D1 dopamine receptor positive modulation; HEK293 TREx D1 cells, calcium flux, dopamine EC20 potentiation; potentiation, % at 10 µM; 360,000 tested, 0.036% active; in the data active means potentiation above about 30%; further: 0% is about no effect
Apoferritin bind – candidate novel general anesthetic via apoferritin binding | P02791 | apoferritin/1-aminoanthracene competitive binding, fluorescence | Potency, µM (titrated, usually from 77.5 µM), inactives show top-dose activity change, negative = displacement, usual class: inhibitors | 350,000 tested, 0.074% active | AID 485281; further: potency means the concentration at half of the fitted maximal effect; on the % scale 0 is the no-effect control and ±100 the full control effect; nearly all actives have a fitted effect of over 20% in size
Target sequence (P02791 2-175 limits assumed): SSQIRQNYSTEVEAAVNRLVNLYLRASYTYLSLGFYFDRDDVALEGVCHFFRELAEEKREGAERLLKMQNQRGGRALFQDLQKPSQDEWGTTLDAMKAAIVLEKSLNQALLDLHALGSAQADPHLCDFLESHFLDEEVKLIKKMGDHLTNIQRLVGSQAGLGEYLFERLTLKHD
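Concentration-response curves derived by four-parameter Hill fitting of normalized fluorescence, where compounds displaced 1-AMA from 10 uM horse apoferritin following a brief 10 min room-temperature incubation; propofol titration acted as positive control.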
D1 agonist – activates the human D1 dopamine receptor. HEK293 T-REx D1 cells, calcium flux, agonist mode. AID 504660. 360,000 tested, 1% active. activation, % at 2 µM. P21728; in the data active means activation above about 30%; further: 0% is about no effect
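Tetracycline-induced HEK293 TREx D1 cells, force-coupled to calcium signalling, were dye-loaded with a no-wash calcium kit. Compound was pin-added after a 10 s baseline. Fluorescence was read kinetically at 1 cycle/s for 180 s, with calcium rises flagged as agonism.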
RXFP1 ag – activates the human relaxin receptor RXFP1; Q9HBX9; HEK293T-RXFP1 cAMP TR-FRET, 30 min; response scale: percent of porcine relaxin response, buffer zero; Potency, µM (top dose mostly 57.5 µM), without a hit: at the highest dose activation, actives largely listed as activators; 370,000 tested, 0.3% active; further: potency means the concentration at half of the fitted maximal effect; on the % scale 0 is the no-effect control and ±100 the full control effect; nearly all actives have a fitted effect of over 60% in size; many of its hits are not listed in these tables
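cAMP rise read by TR-FRET after 30 min, 37C compound exposure (up to 58 uM) in RXFP1-transfected HEK293 cells with Ro 20174 present. EC50 from Hill-equation fits, with 29 nM porcine relaxin as 100% and buffer as basal.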
TRHR agonist – activates the human TRH receptor | TRHR cells, calcium flux fluo-8, FDSS agonist mode | activation, % at 2 µM | 360,000 tested, 0.18% active; in the data active means activation above about 30%; further: 0% is about no effect
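Steps: seed TRHR cells overnight; add fluo-8 no-wash Ca dye, RT 30 min–1.5 h; record 10 s baseline; pin-transfer compounds; monitor fluorescence 1 cycle/s for the agonist window. Calcium increases flag candidate agonists.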
D1 antagonist – antagonists of human D1 dopamine receptor; HEK293 TREx D1 cells, calcium flux, dopamine EC80; stronger effect = lower value; activity change, negative = inhibition, % at 10 µM; 360,000 tested, 3.2% active; in the data active means activity change below about -30%; further: on the % scale 0 is the no-effect control and ±100 the full control effect
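Inducible Hek293 Trex D1 cells (tetracycline, overnight, 30 C). Calcium dye 30–90 min RT. Antagonist mode: EC80 dopamine added after 180 s compound read.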
D2 PAM – positive allosteric modulators of human D2 dopamine receptor; P14416; HEK293 T-REx D2, calcium flux, EC20 dopamine potentiation; potentiation, % at 10 µM; 340,000 tested, 0.34% active; AID 485347;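 active means potentiation over 3 SD above the plate norm, cut at about 30% in these data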; further: 0% is about no effect
Target sequence (P14416 whole entry, looked up): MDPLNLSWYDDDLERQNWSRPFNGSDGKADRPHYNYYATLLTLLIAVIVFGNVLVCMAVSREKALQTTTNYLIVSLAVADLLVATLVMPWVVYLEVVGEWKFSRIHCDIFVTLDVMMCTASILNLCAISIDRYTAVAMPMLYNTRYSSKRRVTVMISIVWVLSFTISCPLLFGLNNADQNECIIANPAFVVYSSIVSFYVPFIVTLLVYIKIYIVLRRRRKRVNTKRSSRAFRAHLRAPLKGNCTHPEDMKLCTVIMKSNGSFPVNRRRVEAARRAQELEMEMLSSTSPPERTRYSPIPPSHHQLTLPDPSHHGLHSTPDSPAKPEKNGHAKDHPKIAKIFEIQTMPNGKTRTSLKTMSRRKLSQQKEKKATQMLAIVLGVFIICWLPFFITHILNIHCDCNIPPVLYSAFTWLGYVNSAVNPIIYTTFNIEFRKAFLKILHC
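Using a no-wash calcium dye in inducible, force-coupled HEK293 Trex cells expressing D2, we tracked fluorescence each second for 180 s after compound, then for 180 s after EC20 dopamine to detect augmented signalling.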
* = called active by the depositor; u = inconclusive; x = no result given; & = joins results of further samples; [ ] = dose if it differs, or a comment. Unless noted, the call rests on the fitted dose curve; in most records, active means well fitted curve in the direction sought with a large enough effect; inconclusive means small, poorly fitted or top-dose-only effect, or another doubt; inactive means no such curve, though single readings can be large; an effect the other way counts as inactive or inconclusive. An excerpt (hit frequency here may not be typical).

SMILES	RXFP1 antagonist	TRHR PAM	D1 PAM	Apoferritin bind	D1 agonist	RXFP1 ag	TRHR agonist	D1 antagonist	D2 PAM
CN(CC(=O)Nc1ccc(F)cc1)C(=O)COC(=O)C1CCN(c2ccc(C(F)(F)F)cn2)CC1	-15	3	4	x	9	0.6%	0.3	-21	1
COc1cccc(OC)c1C(=O)Nc1cccc(-c2nc3ccccc3[nH]2)c1	-13	2	-2	-4%	4	-1.5%	0.5	-11	5
Cc1ccc2c(C)c(C(=O)N3CCN(c4ncccn4)CC3)oc2c1C	u	6	3	-10%	2	3.0%	-0.2	5	x
COc1ccc(-n2c(=O)c3ccccc3n(CC(=O)NCC3CCCO3)c2=O)cc1 (configuration not stated)	-18	0	-2	17%	-1	5.2%	0.7	7	-12
Nc1cc(Cl)ccc1Oc1ccc(Cl)cc1	-16	12	-2	u	4	-1.4%	-1.0	-8	-1
CCCC(=O)NC(C)c1nc2ccccc2n1Cc1ccccc1 (configuration not stated)	6	3	-2	-5%	-2	-1.5%	-1.0	5	x
O=Cc1ccc(OC(=O)CCCCC(=O)Oc2ccc(C=O)cc2)cc1	-7	-1	-4	1%	0	-1.2%	-1.3	-3	x
Cc1ccc(S(=O)(=O)NCC(Nc2cccc(Cl)c2)c2ccccc2)cc1 (configuration not stated)	x	10	-4	75%[activator]	1	0.2%	1.1	7	4
O=C(Cn1ncc2c1-c1ccccc1OC2)N1CCN(c2ccccc2F)CC1	x	-1	-3	-5%	1	-0.4%	0.1	-8	3
CCNC(=O)N1CCN(S(=O)(=O)c2ccc3c(c2)OCCCO3)CC1	0	0	-2	x	6	0.8%	-0.1	-6	-1
Cc1ccc(NC(=S)Nc2ccc3[nH]c(=O)[nH]c3c2)cc1	3	-4	-4	-7%	1	-0.1%	0.7	-27	0
C=CCOn1c(=O)c(-c2ccc(Cl)cc2)[n+]([O-])c2ccccc21	0	-1	-3	-13%	0	1.9%	-0.3	-4	0
CCNC(=O)CN1c2cccc3cccc(c23)S1(=O)=O	7	2	3	-2%	1	2.9%	0.1	13	-2
COCCN1C(=O)/C(=C/c2ccc(N3CCCC3)cc2)SC1=S	-4	-5	0	-15%	258*	-2.7%	44*	-1	5
COc1ccc(NS(=O)(=O)c2ccc(C(=O)N(C)Cc3cccs3)cc2)cc1	-2	5	2	x	60*	-0.5%	5.4	-35*	15
COc1ccc(NC(=O)c2sc3nc(C)c(C(=O)Nc4ccc(C)cc4C)c(-c4sccc4C)c3c2N)cc1	-6	-3	2	306%[activator]	15	4.0%	3.5	10	-5
CC1=C(c2ccc(Cl)cc2)S(=O)(=O)NC1=NCc1ccc(C)cc1	-21	-2	0	-4%	1	-4.1%	-0.9	-2	-7
O=C(/C=C/c1cccc([N+](=O)[O-])c1)Nc1ccccn1	5	-10	-5	-4%	2	2.7%	0.0	-9	9
Cc1csc2ncc(C(=O)NCc3ccc4c(c3)OCO4)c(=O)n12	x	-24	-6	-10%	4	8.4%	0.4	3	21
Cc1ccc(Cn2nnc(C(=O)Nc3cc(C)ccc3C)c2N)cc1	5	-1	5	u	40*	-1.0%	5.1	4	0
O=C(NCc1cccnc1)C1CCCCN1S(=O)(=O)c1ccc(F)cc1 (configuration not stated)	1	6	6	-7%	1	-1.0%	-0.7	6	2
COc1ccc(CN(C)Cc2c(O)ccc3ccccc23)cc1	-14	10	x	0%	3	1.1%	0.3	2	-4
CN(Cc1cccc(F)c1)C(=O)c1ccccc1Sc1ccccc1C#N	4	-10	-4	5%	3	-0.1%	-1.1	-15	6
O=c1oc2ccccc2n1CCn1c2ccccc2c2nc3ccccc3nc21	-7	-4	-8	0%	3	12%	0.0	-7	76*
CCC(Cc1ccccc1)NC(=O)CN1C(=O)CSc2ncccc21 (configuration not stated)	x	-3	0	7%	1	-0.2%	0.2	-4	-4
Cc1ccccc1C(=O)Nc1ccc2nc(N3CCCCC3)cc(C)c2c1	-33	0	1	251%[activator]	-1	-0.2%	-0.3	-1	-4
COc1cccc2cc(C(=O)NCCN3CCOCC3)c(=O)oc12	3	-2	-4	1%	0	5.8%	0.4	3	10
COc1ccc(/C=C/C(=O)Nc2sc(C)c(C)c2C(=O)O)cc1	-22	7	1	u	-1	1.1%	-1.0	4	-6
Cc1ccc(OCc2ccc(C(=O)N3CCCC3)o2)cc1C	-33	2	-2	-1%	-1	-0.5%	-1.0	0	3
Cc1nn(C)c(C(=O)NC(=S)Nc2ccccc2Br)c1Cl	-19	22	8	-14%	2	3.5%	75*	-4	x
COc1ccc(CCNC(=O)c2ccccc2OCc2c(C)noc2C)cc1	0	-2	-14	x	0	-0.6%	0.2	27	-7
Cn1c(=O)n(C)c2cc(N3CCOCC3)c(NS(=O)(=O)c3ccc(F)cc3)cc21	-14	12	-4	-21%	-1	0.9%	-1.0	5	0
CCOC(=O)c1cc(-c2ccc(OC)cc2)n(CCC(=O)Nc2ccc(OC)cc2OC)c1C	-23	10	-5	81%[activator]	5	-1.7%	-0.5	-3	25
COc1ccc(F)cc1S(=O)(=O)N1CCC(C(N)=O)CC1	-7	-4	15	-8%	5	1.6%	0.2	-21	23
O=C(NCCc1ccccc1)c1ccc(-c2ccccc2C(F)(F)F)o1	x	4	-12	2%	-2	3.0%	-0.2	7	-19
Cc1cccc(NC(=O)c2sc(-n3nc(C)c(CCC(C)C)c3C)nc2C)c1C	-1	9	0	-6%	3	4.1%	0.7	10	-11
O=C(Oc1ccc(NC(=O)c2cc3c(cc2Br)OCO3)cc1)c1ccccc1	5	-4	8	-4%	4	-1.6%	1.2	38	-7
CCOc1cccc(C(=O)N(Cc2ccco2)C2CCS(=O)(=O)C2)c1 (configuration not stated)	5	1	-6	-2%	6	-0.9%	0.3	10	-15
C=CCNC(=O)COC(=O)c1ccc(Cl)c(S(=O)(=O)N(Cc2ccccc2)c2ccccc2)c1	-8	7	-4	-14%	29	-2.1%	0.6	-7	1
C=CCN1C(=O)CN=C1Nc1cc(C)ccc1C	-22	8	-4	-8%	3	2.5%	-0.5	-2	-1
CC(=O)c1cc2c(cc1NC(=O)C1CC=CCC1C(=O)O)OCO2 (configuration not stated)	1	1	2	-1%	1	4.3%	0.2	2	-9
Cc1noc(C)c1S(=O)(=O)Nc1cccc(CO)c1	-3	0	-5	-10%	3	1.3%	0.5	-31*	-2
CC(=O)N1N=C(c2ccc(C)o2)CC1c1cccc(F)c1 (configuration not stated)	-61*	-3	-3	-5%	0	-1.3%	0.4	-6	5
O=C1c2ccccc2C(=O)N1CCCCCc1nc(-c2ccccc2)no1	5	3	2	6%	4	0.0%	1.3	15	10
O=C(CN1C(=O)C2CC=CCC2C1=O)Nc1ccccc1N1CCCC1 (configuration not stated)	-15	4	1	x	2	-0.2%	0.2	-1	-3
CCC(C(=O)OCCOCCN(CC)CC)c1ccccc1 (configuration not stated)	5&13	0	0	-1%	5	2.3%	-0.2	-1	3
O=C(C1CCCN(Cc2ccccc2C(F)(F)F)C1)N1CCCCC1 (configuration not stated)	-6	-10	-2	-7%	1	3.0%	0.4	-17	0
COc1ccc(Cl)cc1NC(=O)C1CCN(c2ncnc3c2nc2n3CCCCC2)CC1	-12	-8	1	-18%	-1	1.3%	-0.8	-9	4
O=[N+]([O-])c1cccc(S(=O)(=O)N2CCCC2)c1	-2	-5	0	-12%	1	1.7%	-0.9	-1	1
O=C(NCCNC(=O)c1ccccc1Br)c1ccccc1Br	5	0	-5	-3%	0	0.5%	0.1	17	-2
CCN(CC)CCN1C(=O)c2ccccc2NC1c1ccccc1F (configuration not stated)	-6	-1	2	96%[activator]	5	0.2%	-0.4	-2	10
COc1ccc(CCNC(=O)C(=O)NCC(c2cccnc2)N2CCN(c3ccccc3)CC2)cc1 (configuration not stated)	-5	15	-5	56%[activator]	10	-2.1%	-0.8	4	2
